High-throughput results as filed in PubChem.
APP 5'UTR act – activators of APP 5'UTR luciferase reporter, primary screen, SH-SY5Y cells. SH-SY5Y APP 5'UTR luciferase reporter, luminescence; zero percent = DMSO vehicle wells. activation, % at 2 µM. 190,000 compounds, 1% hits. AID 1276, 2008;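 active = activation above a set limit, based on mean plus 3 SD of controls, cut at about 140% in these data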; note: values of inactives mirror those of a sister screen read the other way
APP 5UTR inh – inhibitors of APP translation via 5'UTR reporter, primary screen, APP 5'UTR luciferase, SH-SY5Y cells; SH-SY5Y APP 5'UTR-luciferase reporter, luminescence; inhibition, % at 2 µM; 190,000 compounds, 0.82% hits; AID 1285, 2008;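 active = inhibition above a set limit, derived from the sample mean plus 3 SD, cut at about 45% in these data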; note: values of inactives mirror those of a sister screen read the other way
STAT1 act – STAT1 signaling activators, primary screen, cell-based, HTS, luciferase reporter; NIH 3T3 STAT1-luciferase reporter, IFN-gamma, luminescence; 100% = IFN-gamma alone, no compound; activation (% of control), % at 5.5 µM; 200,000 compounds, 2.6% hits; AID 932, 2007;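 active = activation above the screen-wide mean activation plus 3 SD, cut at about 130% in these data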;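 note: raw ratio to IFN-gamma control signal so 100% means no change and 0% no light; values of inactives mirror those of a sister screen read the other way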
TLR4-MyD88 BLA – inhibitors of TLR4-MyD88 association in cells, primary screen, cell-based, HeLa CL3-4, BLA complementation, FRET ratio; inhibition, % at 8.4 µM; HeLa CL3-4 TLR4/MyD88 BLA complementation; Toll-like receptor 4 (Homo sapiens) + Myeloid differentiation primary response protein …; 200,000 compounds, 0.18% hits; in the data active = inhibition above about 25%;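 note: 0% = vehicle and 100% = reference inhibitor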
G6PDH counter – L. mesenteroides G6PDH inhibitors, counter-screen for G6PDH-coupled screening assays, biochemical, Leuconostoc mesenteroides enzyme; glucose-6-phosphate dehydrogenase [Leuconostoc mesenteroides]; Purified L. mesenteroides G6PDH, diaphorase/resazurin coupled fluorescence, 45 min; inhibition, % at 5 µM; 200,000 compounds, 0.12% hits; AID 1020, 2008; in the data active = inhibition above about 50%
Diaph inh CS – diaphorase inhibitors and chemical oxidizers, primary screen, counter-screen for diaphorase-coupled primary assays, biochemical, uHTS, resorufin fluorescence. diaphorase resazurin-to-resorufin fluorescence, NADH, 16 min; bacterial (C. kluyveri) enzyme, not human. inhibition, % at 20 µM. 190,000 compounds, 0.69% hits;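 active = primary screen inhibition at 20 µM above a set limit, cut at about 50% in these data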;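 note: plate controls were DMSO with full reaction for no effect and wells lacking NADH for full effect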
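material = Clostridium kluyveri diaphorase enzyme | amount = 0.14 U/mL diaphorase, enzyme working solution | schedule = incubation 16 min, room temperature | detection = fluorescence of resorufin formed from resazurin, Ex 544/Em 590 nm | benchmarks = positive control minus NADH, DMSO neutral control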
NF-kB expr up – activators of NF-kB expression in neurons, primary screen, cell-based, HTS; human neuronal cells, NF-kB reporter expression; hits give high values; fold change at 12.5 µM; 190,000 compounds, 1.6% hits; AID 1239, 2008; in the data active = fold change above about 3.3
Diaphorase act – compounds boosting diaphorase resazurin reduction – biochemical, uHTS, resorufin fluorescence, counter-screen for diaphorase-coupled primary assays, primary screen; Diaphorase/resazurin coupled assay, 16 min; hits give high values; 1 = vehicle wells, 0 = NADH-free wells; activation factor at 20 µM; 190,000 compounds, 0.005% hits;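 active = diaphorase activity raised at least twofold by the compound at 20 µM; inactive = activation factor below 2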
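Assay system: Purified diaphorase enzyme from Clostridium kluyveri | Amount: Enzyme 0.07 U/mL final | Dosing: Compound 20 µM once, DMSO 1% | Timing: 16 min reaction at room temperature | Detection: Fluorescence, excitation 544 nm and emission 590 nm | Evaluation: Higher resorufin formation from activation or reduction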
FLuc act counter – FLuc activators, initial screening, artefact control for FLuc-dependent activation tests, biochemical, ATPlite luminescence. AID 1027, 2008. ATPlite luciferase biochemical, 10 min; 0 = ATP-free wells, 1 = DMSO control. Luciferin 4-monooxygenase (Photinus pyralis), P08659. activation factor at 10 µM. 200,000 tested, under 10 active;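 active = luciferase activation factor, scaled between plate controls, of at least 2 with compound at 10 µM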
Target sequence (P08659 whole entry, looked up): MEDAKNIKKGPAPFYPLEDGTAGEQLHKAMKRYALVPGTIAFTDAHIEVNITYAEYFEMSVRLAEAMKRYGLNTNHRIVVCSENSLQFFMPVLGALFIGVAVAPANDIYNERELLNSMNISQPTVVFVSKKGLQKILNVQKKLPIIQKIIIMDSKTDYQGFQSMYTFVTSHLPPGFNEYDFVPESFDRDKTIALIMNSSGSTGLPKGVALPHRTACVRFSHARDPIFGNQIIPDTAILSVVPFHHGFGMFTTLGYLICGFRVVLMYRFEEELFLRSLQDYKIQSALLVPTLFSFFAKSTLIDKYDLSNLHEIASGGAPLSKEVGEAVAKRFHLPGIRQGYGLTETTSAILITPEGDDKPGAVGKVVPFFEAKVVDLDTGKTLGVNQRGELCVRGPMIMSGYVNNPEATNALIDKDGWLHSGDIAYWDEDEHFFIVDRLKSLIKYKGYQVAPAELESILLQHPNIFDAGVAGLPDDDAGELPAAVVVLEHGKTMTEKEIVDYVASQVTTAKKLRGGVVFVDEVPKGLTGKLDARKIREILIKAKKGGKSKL
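Assay system: Luciferase/luciferin detection reagent, cell-free biochemical luciferase assay / Read-out: luciferase activation / Benchmarks: No-ATP low control, compound-free enzyme-plus-ATP high control / Medium: PBS buffer for ATP / Detection: luminescence measurement of luciferase light output / Schedule: 10 min at ambient temperature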
FLuc inh counter – firefly luciferase enzyme inhibitors, primary screen, artefact control for luciferase-based inhibitor screens, biochemical, luminescence, ATPLite | inhibition, % at 10 µM | Luciferin 4-monooxygenase (Photinus pyralis), P08659 | 200,000 compounds, 1.5% hits | AID 1006, 2008 | 10 min;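 active = inhibition above about 50% when tested at 10 µM, limit read from the data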
Starred values were filed as active, the others as inactive; . = no result given. Some of the compounds tested; the hit share may differ from the screen's.

cpd	SMILES	STAT1 act	APP 5UTR inh	G6PDH counter	NF-kB expr up	FLuc inh counter	APP 5'UTR act	FLuc act counter	TLR4-MyD88 BLA	Diaph inh CS	Diaphorase act
1	CC1C(c2cccs2)=[N+]([O-])C(C)(C(=O)c2ccc(F)cc2)N1O (configuration not stated)	98	-8	.	.	.	8	.	5	.	.
2	CCCCC/C(=N\O)c1c[nH]c2ccccc12	98	-11	4	1.3	-5	11	1.1	8	18	0.8
3	CC(=O)N1CCC2(CC1)CC(=O)c1cc(OCC(=O)N3CCC4(CC3)OCCO4)ccc1O2	97	-15	14	1.1	-3	15	1	-18	-14	1.1
4	CCC1CN(C)CCC1(OC(C)=O)c1ccccc1 (configuration not stated)	106	-26	7	1	-7	26	1.1	-7	3	1
5	CC(=NCCO)c1c(O)n(C2CCCCC2)c(=O)[nH]c1=O	99	-6	5	1.1	-5	6	1	5	19	0.8
6	O=C(COC(=O)Cc1ccccc1)Nc1ccc(F)cc1	92	-10	3	1.1	-3	10	1	-5	6	0.9
7	O=S(=O)(c1ccc(Cl)cc1)N1CC1c1ccccc1 (configuration not stated)	95	-2	-6	1	-4	2	1	1	9	0.9
8	O=C(O)C1C2c3ccccc3C(c3ccccc32)C1C(=O)Nc1ccccc1 (configuration not stated)	97	-13	3	1.2	-5	13	1	-13	-1	1
9	CCN1CCN(c2ccc(N)cc2C)CC1	103	-3	-5	1.3	-4	3	1	16	-8	1.1
10	CCOP(=O)(OCC)C(NC(=O)C(Cl)Cl)C(Cl)(Cl)Cl (configuration not stated)	102	0	15	1.2	-5	1	1.1	2	3	1
11	Cc1cccc(-n2c(-c3ccccc3)nc3ccccc3c2=O)n1	100	3	8	1	-4	-3	1	-9	10	0.9
12	O=C(c1ccc(Cl)cc1)C1CCCN(Cc2cccc3ncccc23)C1 (configuration not stated)	81	-8	14	0.82	0	8	1	-4	34	0.7
13	O=C(c1ccc(C(F)(F)F)cc1)C1CCCN(Cc2ccc(CO)o2)C1 (configuration not stated)	101	1	16	0.8	-1	-1	1	-4	9	0.9
14	COc1ccc2nc(NC(=O)CCc3nc(C4=CCN(C)CC4)no3)sc2c1	96	-26	-58	1.1	6	26	0.9	-9	0	1
15	N#CC(C#N)=C(N)c1cccnc1	104	-12	11	1.1	-3	12	1	-13	7	0.9
16	Cc1cccc(OP(=O)(Nc2ccc(F)cc2)Oc2cccc(C)c2)c1	96	17	-5	.	-6	-17	1.1	-9	25	0.8
17	CCCn1nc2ccccc2c1P(=O)(N1CCOCC1)N1CCOCC1	101	-2	7	1.1	-8	2	1.1	4	2	1
18	O=C(NCC(c1cccnc1)N1CCOCC1)Oc1ccccc1 (configuration not stated)	101	3	9	1.1	-5	-3	1.1	11	17	0.8
19	COc1ccc(N2C(=O)CC(N3CCC(n4c(=O)[nH]c5ccccc54)CC3)C2=O)cc1 (configuration not stated)	104	-1	2	1.1	-5	1	1.1	8	11	0.9
20	CCOC(=O)C1=C(N)OC(C)=C(C(=O)OCCOC)C12C(=O)Nc1ccccc12 (configuration not stated)	102	-11	10	1.1	-1	11	1	11	11	0.9
21	Cc1nc2cc(C(=O)N3CCC4(CC3)OCCO4)ccc2n1-c1ccc(Br)cc1	102	3	5	0.94	-3	-3	1	-3	14	0.9
22	Cc1ccc(N2C(=O)NC(=O)/C(=C\c3cccn3C(C)(C)C)C2=O)cc1	98	13	2	0.98	-5	-13	1	-5	-10	1.1
23	O=C(Nc1nc(-c2ccccc2)c(-c2ccccc2)s1)c1ccc(S(=O)(=O)N(CCCl)CCCl)cc1	102	-13	8	1.6	-5	13	1.1	-1	8	0.9
24	CCCCN=Cc1c(O)n(-c2c(C)cc(C)cc2C)c(=O)[nH]c1=O	102	-5	3	1.3	-8	5	1.1	10	6	0.9
25	CCCCCCN=C(C)c1c(O)n(Cc2ccccc2)c(=O)[nH]c1=O	101	9	0	0.89	-8	-9	1.1	-4	19	0.8
26	O=C(COc1ccc2ccccc2c1)N1CCN(Cc2ccncc2)CC1	102	-21	15	1.2	-1	21	1	-4	1	1
27	CC1=NCCc2c1[nH]c1ccccc21	102	1	2	1.3	-10	-1	1.1	-2	-1	1
28	Cc1cc(N)n(C2CCN(C)CC2)n1	92	5	3	0.92	-6	-5	1.1	-7	26	0.7
29	Clc1ccc(N2CCN(Cc3ccccc3Cl)CC2)cc1	102	-3	1	1.2	-4	3	1	-11	20	0.8
30	COc1cccc(N2C(=O)NC(=O)/C(=C\c3ccc([N+](=O)[O-])s3)C2=O)c1	101	14	1	1.1	-6	-14	1.1	-21	27	0.7

Profiles, looked up by structure. Values in the order: STAT1 act | APP 5UTR inh | G6PDH counter | NF-kB expr up | FLuc inh counter | APP 5'UTR act | FLuc act counter | TLR4-MyD88 BLA | Diaph inh CS | Diaphorase act
Listed for Clc1ccc(N2CCN(Cc3ccccc3Cl)CC2)cc1 : 102 | -3 | 1 | 1.2 | -4 | 3 | 1 | -11 | 20 | 0.8
Listed for CCC1CN(C)CCC1(OC(C)=O)c1ccccc1 (configuration not stated) : 106 | -26 | 7 | 1 | -7 | 26 | 1.1 | -7 | 3 | 1
Listed for O=C(c1ccc(Cl)cc1)C1CCCN(Cc2cccc3ncccc23)C1 (configuration not stated) : 81 | -8 | 14 | 0.82 | 0 | 8 | 1 | -4 | 34 | 0.7
Listed for O=C(COc1ccc2ccccc2c1)N1CCN(Cc2ccncc2)CC1 : 102 | -21 | 15 | 1.2 | -1 | 21 | 1 | -4 | 1 | 1
Listed for CCCCC/C(=N\O)c1c[nH]c2ccccc12 : 98 | -11 | 4 | 1.3 | -5 | 11 | 1.1 | 8 | 18 | 0.8

Going on with the list.
cpd	SMILES	STAT1 act	APP 5UTR inh	G6PDH counter	NF-kB expr up	FLuc inh counter	APP 5'UTR act	FLuc act counter	TLR4-MyD88 BLA	Diaph inh CS	Diaphorase act
31	CC/C(=N\N1CCCCCC1)c1c(O)n(-c2ccc(C)cc2)c(=O)[nH]c1=O	103	-9	16	0.91	4	9	1	-1	15	0.9
32	Cc1ccc(S(=O)(=O)NC(Cc2cnc[nH]2)C(=O)O)cc1 (configuration not stated)	99	19	1	0.92	-1	-19	1	-5	0	1
33	Cc1cc(C(=O)N2CCC3(CC2)OCCO3)cs1	99	-5	25	1.1	-12	5	1.1	2	2	1
34	CCOc1ccc(C2C(C#N)=C(N)Oc3c2c(=O)oc2ccccc32)cc1 (configuration not stated)	94	1	1	0.98	-2	-1	1	2	5	0.9
35	O=C(c1ccccc1F)c1cn(CC(=O)N2CCCC2)c2ccccc12	99	37	15	1.3	-3	-37	1	4	-10	1.1
36	C=CCN1C(=O)NC(=O)/C(=C\c2ccc(-c3ccccc3[N+](=O)[O-])o2)C1=O	96	5	0	1.2	5	-5	1	0	30	0.7
37	COc1cc2c(cc1O)CC1c3c(cc(O)c(OC)c3-2)CCN1C (configuration not stated)	100	6	22	0.89	-6	-6	1.1	-1	9	0.9
38	Cc1ccc(N2C(=O)NC(=O)/C(=C\c3ccsc3)C2=O)cc1C	105	14	9	1.1	-6	-14	1.1	0	13	0.9
39	O=c1[nH]c(=O)n(Cc2ccc(F)cc2)c(O)c1C=NCc1cccnc1	107	-6	6	1.5	-2	6	1	4	2	1
40	COCCOC(=O)c1c(C)n(C)c2ccc(OC(=O)N(C)C)cc12	96	9	-5	1.3	3	-9	1	3	-7	1.1
41	Cc1cccc(-n2c(/C=C/c3ccc([N+](=O)[O-])o3)nc3ccccc3c2=O)c1	100	.	-8	1	-5	.	1.1	9	15	0.9
42	Cc1cc(C)n(CCOC(=O)C2C(C=C(Cl)Cl)C2(C)C)n1 (configuration not stated)	96	-8	3	1.1	-7	8	1.1	-5	9	0.9
43	Cc1ccc(CS(=O)(=O)CCC(=O)N2CCC3(CC2)OCCO3)cc1	96	-17	-12	1	-6	17	1.1	-5	16	0.8
44	Cc1ccc(CC2C(=O)N(C)C(=O)N(C)C2=O)s1	94	-11	10	0.9	-2	11	1	-1	11	0.9
45	CSCc1nnc2n1-c1ccc(Cl)cc1C(c1ccccc1)=NC2	103	-15	7	0.98	-11	15	1.1	4	6	0.9
46	CCOC(=O)c1ccc(N2C(=O)CC(N3CCC(C#N)(c4ccccc4)CC3)C2=O)cc1 (configuration not stated)	99	10	-17	0.86	-5	-10	1	1	22	0.8
47	O=C(c1cccn2c(=O)c3ccccc3nc12)N1CCC2(CC1)OCCO2	104	4	3	1.1	-4	-4	1	-2	-7	1.1
48	CC12CN3CC(C)(CN(C1)P3(=O)Oc1ccccc1)C2=O (configuration not stated)	105	-5	1	0.98	2	5	1	-10	9	0.9
49	CCc1ccc(CN2CCN(C(=O)Cc3ccccc3)CC2)cc1	97	-12	9	0.95	-2	12	1	-16	30	0.7
50	C[N+]12CCC(CC1)C(C#N)(N1CCOCC1)C2 (configuration not stated)	107	-7	9	0.94	-9	7	1.1	15	-2	1
51	O=C1NC(=O)N(c2ccc3c(c2)OCO3)C(=O)/C1=C/c1ccc(N2CCCC2)o1	100	-10	12	1.1	-7	11	1.1	4	8	0.9
52	COc1ccccc1N1CCN(Cc2c(F)cccc2Cl)CC1	84	-6	-1	0.96	-2	6	1	7	-1	1

2 entries picked at random from those above, as already listed:
cpd	SMILES	STAT1 act	APP 5UTR inh	G6PDH counter	NF-kB expr up	FLuc inh counter	APP 5'UTR act	FLuc act counter	TLR4-MyD88 BLA	Diaph inh CS	Diaphorase act
31	CC/C(=N\N1CCCCCC1)c1c(O)n(-c2ccc(C)cc2)c(=O)[nH]c1=O	103	-9	16	0.91	4	9	1	-1	15	0.9
41	Cc1cccc(-n2c(/C=C/c3ccc([N+](=O)[O-])o3)nc3ccccc3c2=O)c1	100	.	-8	1	-5	.	1.1	9	15	0.9
